Assay outcomes (PubChem BioAssay)
PvdQ inh = P. aeruginosa PvdQ acylase inhibition | purified PvdQ acylase, fluorescence plate reader | inhibition, % at 10 µM | actives 0.063% (n = 340,000) | AID 488965; in the data active means inhibition above about 30%, passing the limit was not always enough;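 further: 0% = vehicle neutral wells and 100% = reference inhibitor wells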
PfHsp90 set2 = inhibits growth of yeast expressing Plasmodium falciparum Hsp90. actives 0.32% (n = 310,000). inhibition, % at 9.4 µM. S. cerevisiae expressing PfHsp90, BacTiter-Glo ATP, 48 h; yeast lacking PDR1 and PDR3 efflux regulators. AID 504621;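 active means every replicate shows inhibition above about 80%, whatever the replicate mean, limit read from the data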;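 further: 0% = DMSO neutral controls and 100% = 20 µM radicicol positive controls; yeast relying on Plasmodium falciparum Hsp90 in place of its own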
SR-BI uptake up = activators of SR-BI mediated HDL lipid uptake | CHO ldlA[mSR-BI] cells, DiI-HDL uptake fluorescence, 3 h; 100 = double the neutral-control signal | actives 0.096% (n = 320,000) | activation, % at 12.5 µM;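 active means mean replicate activation of at least 60% and every replicate at or above 60%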;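 further: 0% = median plate neutral-control signal and 100% = twice that signal; values of inactives mirror those of a sister screen read the other way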
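Material – SR-BI-overexpressing, LDLR-lacking CHO cells · Medium – BSA-supplemented, HEPES-buffered Ham's F12, pH 7.4 · Doses – single concentration · Times – compound with DiI-HDL co-incubation, 3 h at 37 °C · Measured by – bottom-read fluorescence, 550/595 nm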
Rtt109 Vps75 = C. albicans Rtt109 histone acetyltransferase inhibition | Q5AAJ8 | purified Rtt109/Vps75, ThioGlo CoA-SH fluorescence, 4 h | inhibition, % at 34.9 µM | actives 0.16% (n = 330,000) | AID 540336;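 active means inhibition of at least 50% in every replicate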
dFosB act = mouse delta FosB homodimer activation; P13346; actives 0.99% (n = 340,000); activation, % at 25 µM; purified delta FosB, TAMRA-CDK5 oligo fluorescence polarization; percent of positive-control signal above neutral wells; AID 493131;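 active means mean activation above about 17%, with every replicate also reaching it, limit read from the data, passing the limit was not always enough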;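 further: fluorescence polarization rise as delta FosB binds a TAMRA Cdk5 AP-1 oligo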
CAL PDZ FP-1 = blocks peptide binding to the human CAL PDZ domain | Q9HD26 | purified CAL PDZ, TMR-peptide fluorescence polarization, 1 h | inhibition, % at 24.9 µM | actives 0.92% (n = 300,000) | AID 602252;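 active means mean inhibition of at least 30% with at least half of replicates also reaching 30%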;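 further: 0% = DMSO neutral control and 100% = excess unlabeled competitor peptide PRC23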
SR-BI HDL uptake = inhibitors of mouse SR-BI mediated HDL lipid uptake; ldlA[mSR-BI] CHO cells, DiI-HDL uptake fluorescence, 3 h; AID 488896; actives 0.96% (n = 320,000); inhibition, % at 12.5 µM;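 active means mean replicate inhibition of at least 70% and a set share of replicates each scoring 70 or more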;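 further: 0% = median of neutral control wells and 100% = median of positive control wells; values of inactives mirror those of a sister screen read the other way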
Target sequence (Q61009 whole entry, looked up): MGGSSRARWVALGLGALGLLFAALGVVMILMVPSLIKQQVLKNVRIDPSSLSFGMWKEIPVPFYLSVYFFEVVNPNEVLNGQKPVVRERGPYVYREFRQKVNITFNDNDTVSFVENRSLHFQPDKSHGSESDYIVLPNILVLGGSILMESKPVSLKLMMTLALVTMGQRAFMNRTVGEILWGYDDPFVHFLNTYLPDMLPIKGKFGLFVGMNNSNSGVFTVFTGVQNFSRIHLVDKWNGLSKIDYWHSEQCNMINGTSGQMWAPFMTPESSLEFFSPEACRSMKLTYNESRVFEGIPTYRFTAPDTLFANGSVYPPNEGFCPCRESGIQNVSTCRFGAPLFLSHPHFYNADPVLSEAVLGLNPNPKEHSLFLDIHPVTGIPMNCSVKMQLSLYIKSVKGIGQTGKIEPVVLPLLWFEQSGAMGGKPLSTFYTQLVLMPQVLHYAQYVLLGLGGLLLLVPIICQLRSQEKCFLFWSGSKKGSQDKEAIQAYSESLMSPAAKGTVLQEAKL
MITF TRPM1 HTS = increases MITF-driven TRPM1 promoter luciferase signal; SK-MEL-5 TRPM1-promoter luciferase, 24 h; % of positive control, neutral wells = 0; AID 588334; actives 0.75% (n = 300,000); activation, % at 12.5 µM;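 active means mean activation of at least 80% with every replicate also reaching 80%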;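 further: 0% = neutral control wells and 100% = parthenolide positive control wells; values of inactives mirror those of a sister screen read the other way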
CAL PDZ FP-2 = inhibitors of human CAL PDZ peptide binding. Q9HD26. purified CAL PDZ, TMR-peptide fluorescence polarization, 1 h. inhibition, % at 20 µM. actives 0.02% (n = 330,000). AID 504414;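 active means highest replicate inhibition of at least 40%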;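 further: plate controls were DMSO neutral control wells for no effect and unlabeled competitor peptide control wells for full effect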
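System: tagged CAL PDZ domain. Schedule: 1 h room-temperature incubation prior to read. Signal: fluorescence polarization (mP). Measure: percent inhibition from loss of millipolarization.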
NSD2 HMT inh = blocks human histone methyltransferase NSD2; actives 0.54% (n = 310,000); O96028; NSD2 peptide methylation, AlphaScreen, 120 min; inhibition, % at 12.5 µM; in the data active means inhibition above about 50%
The depositor's hits bear a star; · = no result given.

SMILES | PvdQ inh | PfHsp90 set2 | SR-BI uptake up | Rtt109 Vps75 | dFosB act | CAL PDZ FP-1 | SR-BI HDL uptake | MITF TRPM1 HTS | CAL PDZ FP-2 | NSD2 HMT inh
O=C(NCc1ccccc1)c1cnc(Cl)c(Cl)c1 | -8 | 18 | · | -11 | 0 | -1 | · | 13 | -2.2 | -9
Cc1ccc(-n2cc(CNC(C)Cn3cncn3)c(-c3ccc(F)cc3)n2)cc1 (stereo unspecified) | -1 | -32 | -17 | -4 | -3 | -3 | 17 | 12 | -1.4 | -1
COc1ccc(C(=O)COC(=O)CCn2nnc(-c3cccc(O)c3OC)n2)cc1 | -8 | 19 | · | 6 | -2 | -3 | · | -9 | -0.1 | -1
COc1cc(-c2noc(CCC(=O)NC3CCCCC3)n2)cc(OC)c1OC | -25 | -9 | · | -3 | -6 | -2 | · | 0 | -3.8 | 4
CCCCC(CC)CNC(=O)C(Cc1ccccc1)NS(=O)(=O)c1ccc2c(c1)CCC(=O)N2 (stereo unspecified) | -14 | -20 | -10 | 0 | 4 | -1 | 10 | 16 | 0.5 | 0
O=C(c1ccc(NS(=O)(=O)c2ccc(F)cc2)cc1)N1CCCCC1 | 4 | 10 | 1 | 27 | -4 | -2 | -1 | 4 | -1.6 | -1
Cc1ccccc1/C=N/n1c(-c2ccccn2)n[nH]c1=S | 7 | -6 | 15 | 0 | -2 | -6 | -15 | -3 | -1.3 | -7
O=C(/C=C/c1cccc(Br)c1)N1CCN(c2ccccn2)CC1 | -8 | -8 | -18 | 1 | -12 | -6 | 18 | -1 | -0.8 | ·
CC(C)N(Cc1ccccc1)C(=O)COC(=O)c1cnc(Cl)c(Cl)c1 | -14 | 3 | -6 | -3 | -19 | 42* | 6 | -48 | 0.0 | -11
Cc1ccc2[nH]c(=O)c(CN(Cc3ccco3)S(=O)(=O)c3c(C)ccc4nsnc34)cc2c1 | -7 | -7 | 11 | -23 | -12 | -2 | -11 | -9 | -1.7 | 2
Cc1ccc(C2=NNC(c3ccc(Cl)cc3)=Nc3ccccc32)o1 | -19 | 10 | 17 | 8 | -10 | 1 | -17 | -21 | -5.4 | 5
CC(=O)Nc1ccc2c(CSc3nnc(N)s3)cc(=O)oc2c1 | 18 | -14 | · | 14 | -12 | -2 | · | 3 | -2.6 | 0
O=S(=O)(c1ccccc1)[C@@]1(c2ccccc2)C[C@@H]2ON=C(c3cccc(Br)c3)[C@@H]2C1 | -5 | -12 | -27 | 1 | -1 | -1 | 27 | -17 | -1.1 | ·
O=C(COC(=O)c1ccccc1NCCO)Nc1cc(C(F)(F)F)ccc1N1CCOCC1 | -8 | 2 | -49 | -22 | -19 | -4 | 49 | 10 | -2.0 | -5
O=C1C2CC=CCC2C(=O)N1c1ccc(NCCc2ccc(O)cc2)c([N+](=O)[O-])c1 (stereo unspecified) | -1 | -7 | -39 | -5 | -1 | -3 | 39 | 9 | -3.7 | 5
Cc1ccccc1NS(=O)(=O)c1ccc2[nH]cc(C(=O)N(C)Cc3ccco3)c(=O)c2c1 | -7 | -5 | -13 | -2 | -13 | -3 | 13 | -7 | -0.9 | ·
O=S(=O)(Cc1cc(-c2ccccc2Cl)no1)c1ccccc1 | -9 | 2 | -11 | 4 | -7 | · | 11 | 90* | 0.2 | -2
CC(/C=C1\SC(=S)N(NS(=O)(=O)c2ccc(C)cc2)C1=O)=C\c1ccccc1 | -9 | -46 | 27 | 30 | -20 | -10 | -27 | -12 | -3.5 | 73*
CC(=O)Nc1ccc(-c2cc(-c3ccc(NC(C)=O)cc3)nc(-c3ccc(NC(C)=O)cc3)n2)cc1 | -9 | -7 | 19 | -9 | 54* | · | -19 | -8 | -1.2 | 20
COc1ccc(OC)c(-c2csc(NC(=O)C3COc4ccccc4O3)n2)c1 (stereo unspecified) | 5 | -19 | -7 | -1 | 6 | -7 | 7 | 0 | -0.4 | -1
CCCCCC(=O)N/N=C/c1ccc([N+](=O)[O-])o1 | -20 | -18 | -10 | 1 | -1 | -2 | 10 | -35 | · | 1

Part of the list above in order of count of non-hydrogen atoms, ascending.
SMILES | PvdQ inh | PfHsp90 set2 | SR-BI uptake up | Rtt109 Vps75 | dFosB act | CAL PDZ FP-1 | SR-BI HDL uptake | MITF TRPM1 HTS | CAL PDZ FP-2 | NSD2 HMT inh
O=C(COC(=O)c1ccccc1NCCO)Nc1cc(C(F)(F)F)ccc1N1CCOCC1 | -8 | 2 | -49 | -22 | -19 | -4 | 49 | 10 | -2.0 | -5
CCCCC(CC)CNC(=O)C(Cc1ccccc1)NS(=O)(=O)c1ccc2c(c1)CCC(=O)N2 (stereo unspecified) | -14 | -20 | -10 | 0 | 4 | -1 | 10 | 16 | 0.5 | 0
CC(=O)Nc1ccc(-c2cc(-c3ccc(NC(C)=O)cc3)nc(-c3ccc(NC(C)=O)cc3)n2)cc1 | -9 | -7 | 19 | -9 | 54* | · | -19 | -8 | -1.2 | 20

Some of the entries so far, as tab-separated lines.
SMILES	PvdQ inh	PfHsp90 set2	SR-BI uptake up	Rtt109 Vps75	dFosB act	CAL PDZ FP-1	SR-BI HDL uptake	MITF TRPM1 HTS	CAL PDZ FP-2	NSD2 HMT inh
Cc1ccc(C2=NNC(c3ccc(Cl)cc3)=Nc3ccccc32)o1	-19	10	17	8	-10	1	-17	-21	-5.4	5
CC(=O)Nc1ccc2c(CSc3nnc(N)s3)cc(=O)oc2c1	18	-14	·	14	-12	-2	·	3	-2.6	0
O=S(=O)(c1ccccc1)[C@@]1(c2ccccc2)C[C@@H]2ON=C(c3cccc(Br)c3)[C@@H]2C1	-5	-12	-27	1	-1	-1	27	-17	-1.1	·
O=C(COC(=O)c1ccccc1NCCO)Nc1cc(C(F)(F)F)ccc1N1CCOCC1	-8	2	-49	-22	-19	-4	49	10	-2.0	-5
O=C1C2CC=CCC2C(=O)N1c1ccc(NCCc2ccc(O)cc2)c([N+](=O)[O-])c1 (stereo unspecified)	-1	-7	-39	-5	-1	-3	39	9	-3.7	5
Cc1ccccc1NS(=O)(=O)c1ccc2[nH]cc(C(=O)N(C)Cc3ccco3)c(=O)c2c1	-7	-5	-13	-2	-13	-3	13	-7	-0.9	·
O=S(=O)(Cc1cc(-c2ccccc2Cl)no1)c1ccccc1	-9	2	-11	4	-7	·	11	90*	0.2	-2
CC(/C=C1\SC(=S)N(NS(=O)(=O)c2ccc(C)cc2)C1=O)=C\c1ccccc1	-9	-46	27	30	-20	-10	-27	-12	-3.5	73*
CC(=O)Nc1ccc(-c2cc(-c3ccc(NC(C)=O)cc3)nc(-c3ccc(NC(C)=O)cc3)n2)cc1	-9	-7	19	-9	54*	·	-19	-8	-1.2	20
COc1ccc(OC)c(-c2csc(NC(=O)C3COc4ccccc4O3)n2)c1 (stereo unspecified)	5	-19	-7	-1	6	-7	7	0	-0.4	-1
CCCCCC(=O)N/N=C/c1ccc([N+](=O)[O-])o1	-20	-18	-10	1	-1	-2	10	-35	·	1
